# High-throughput results: PubChem, several laboratories
# MC4R ag barr: MC4R agonists recruiting beta-arrestin, primary screen, cell-based, luminescence, agonist arm of biased-ligand search | Melanocortin receptor 4 (Homo sapiens), P32245 | U2OS MC4R beta-arrestin complementation; percent of melanotan II response, DMSO zero | activation, % at 8.9 µM | actives 0.98% (n = 360,000);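 active = activation above a per-plate cutoff, the mean activation of sample wells on that plate plus 3 SD, cut at about 8% in these data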
# Target sequence (P32245 whole entry, looked up): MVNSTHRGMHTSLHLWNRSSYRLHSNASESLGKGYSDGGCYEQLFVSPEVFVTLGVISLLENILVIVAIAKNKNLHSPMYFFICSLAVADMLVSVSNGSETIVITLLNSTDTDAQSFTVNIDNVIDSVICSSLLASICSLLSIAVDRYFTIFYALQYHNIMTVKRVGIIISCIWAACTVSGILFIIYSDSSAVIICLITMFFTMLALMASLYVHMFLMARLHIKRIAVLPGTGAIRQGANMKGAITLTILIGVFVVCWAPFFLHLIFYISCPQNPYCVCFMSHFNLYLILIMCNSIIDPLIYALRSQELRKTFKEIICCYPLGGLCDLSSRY
# NR2F2 inh: NR2F2 transcriptional activity inhibitors, primary screen, cell-based, luciferase reporter, HEK293T, luminescence | COUP transcription factor 2 (Homo sapiens), P24468 | HEK293T NGFI-A luciferase reporter | inhibition, % at 8.6 µM | actives 0.7% (n = 370,000) | AID 686940, 2013;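 active = inhibition above a per-plate cutoff, mean inhibition of test wells between control levels plus 3 SD, cut at about 38% in these data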;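 also: cells cotransfected with COUP-TFII expression vector driving the NGFI-A reporter; 0% = median of COUP-TF2 test wells and 100% = reporter-only cells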
# ABHD5-PLIN5 inh: ABHD5-PLIN5 interaction inhibitors, primary screen, cell lysate, split luciferase complementation, luminescence; Perilipin-5 (Homo sapiens) + 1-acylglycerol-3-phosphate O-acyltransferase ABHD5 (Homo …; Split G. princeps luciferase complementation, 4 h; inhibition, % at 4 µM; actives 0.78% (n = 360,000); AID 602281, 2012;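 active = inhibition above the mean inhibition across every tested compound plus 3 SD, cut at about 22% in these data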;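 also: 0% = DMSO only wells and the 100% control is not disclosed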
# NR5A2 inv ag: LRH-1 (NR5A2) inverse agonists, primary screen, cell-based, luminescence, HEK293T, StAR-luciferase reporter; Nuclear receptor subfamily 5 group A member 2 (Homo sapiens), O00482; LRH-1 transfected, 24 h; inhibition, % at 3.6 µM; actives 0.13% (n = 360,000);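 active = inhibition above the mean inhibition of all tested compounds plus 3 SD, cut at about 73% in these data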;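 also: 0% = DMSO wells and 100% = reporter-only cells lacking LRH-1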
# Target sequence (O00482 whole entry, looked up): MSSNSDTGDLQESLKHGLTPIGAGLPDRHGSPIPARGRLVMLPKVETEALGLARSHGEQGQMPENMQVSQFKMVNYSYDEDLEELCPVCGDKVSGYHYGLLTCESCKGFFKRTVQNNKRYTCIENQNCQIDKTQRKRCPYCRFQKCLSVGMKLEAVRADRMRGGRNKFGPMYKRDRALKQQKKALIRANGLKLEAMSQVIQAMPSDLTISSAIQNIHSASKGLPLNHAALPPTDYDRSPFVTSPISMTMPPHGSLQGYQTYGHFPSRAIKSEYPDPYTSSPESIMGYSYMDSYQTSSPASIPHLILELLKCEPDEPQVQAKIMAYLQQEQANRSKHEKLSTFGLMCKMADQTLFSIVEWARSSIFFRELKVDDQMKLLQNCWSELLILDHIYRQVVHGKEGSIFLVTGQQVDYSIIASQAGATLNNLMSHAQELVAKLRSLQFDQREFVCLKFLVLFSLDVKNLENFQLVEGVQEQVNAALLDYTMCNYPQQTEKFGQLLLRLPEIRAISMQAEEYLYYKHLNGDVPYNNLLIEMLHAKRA
# MC4R antag cAMP: MC4R antagonists of cAMP signaling, primary screen, cell-based, TR-FRET, antagonist arm of biased-ligand search; Melanocortin receptor 4 (Homo sapiens), P32245; MC4R-expressing cells, MTII-stimulated cAMP, LANCE TR-FRET; inhibition, % at 6.5 µM; actives 0.48% (n = 360,000);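 active = inhibition above its plate's cutoff, the mean of tested wells on that plate plus 3 SD, cut at about 29% in these data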;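 also: 0% = Melanotan II alone and 100% = Melanotan II plus saturating MCL0020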
#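 System – human MC4R-expressing U2OS cells · Also added – Melanotan II · Dosing – one concentration, 6.5 µM nominal · Timing – 30-min compound, 1-h challenge, 1-h detection, room temperature · Measured by – Eu-cAMP/anti-cAMP TR-FRET, emission 671 nm · Replicates – singlicate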
# LMP1 NFkB inh: EBV LMP1-driven NF-kappaB luciferase reporter inhibitors, primary screen, cell-based, luminescence, single point; AID 504558, 2011; LMP1-induced NF-kappaB luciferase reporter cells; actives 0.69% (n = 350,000); inhibition, % at 12.5 µM; in the data active = inhibition above about 41%;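 also: 0% = neutral control wells and 100% = reference inhibitor control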
# TLR9-MyD88 block: inhibitors of TLR9-MyD88 association in cells, primary screen, cell-based, CHO, BLA complementation, fluorescence; Toll-like receptor 9 (Homo sapiens) + Myeloid differentiation primary response protein …; CCF4 FRET ratio; inhibition, % at 4.98 µM; actives 0.21% (n = 340,000); AID 504734, 2011;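 active = inhibition above the mean over all tested compounds plus 3 SD, cut at about 21% in these data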;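 also: 0% = DMSO only wells and 100% = clavulanate BLA inhibitor control wells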
# NCOA1 inh: SRC1 coactivator transcriptional activity inhibitors, primary screen, cell-based, luminescence. Nuclear receptor coactivator 1 (Homo sapiens), Q15788. HEK293 GAL4-SRC1 luciferase reporter. inhibition, % at 3.6 µM. actives 0.12% (n = 360,000). AID 588354, 2011;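 active = inhibition above the campaign mean plus 3 SD, with each screening campaign given its own cutoff, cut at about 60% in these data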;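 also: 0% = DMSO treated cells and 100% = gossypol at 36 µM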
# NCOA2 inhibitor: inhibition of GAL4-SRC2 driven luciferase reporter, primary screen, SRC2 inhibitor project, cell-based, luminescence; Nuclear receptor coactivator 2 (Homo sapiens), Q15596; actives 0.17% (n = 370,000); HEK293 GAL4-SRC2 luciferase reporter; inhibition, % at 9 µM;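 active = inhibition above the mean inhibition of all tested compounds plus 3 SD, set per campaign, cut at about 52% in these data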;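 also: 0% = DMSO treated cells and 100% = cells given Gossypol at 36 µM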
# NCOA3 inh: SRC3 coactivator transcriptional activity inhibitors, primary screen, cell-based, luminescence; Nuclear receptor coactivator 3 (Homo sapiens), Q9Y6Q9; HEK293 GAL4-SRC3 luciferase reporter; inhibition, % at 3.6 µM; actives 0.17% (n = 360,000); AID 588352, 2011;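 active = inhibition above a per-campaign cutoff, the mean of all compounds plus 3 SD, cut at about 60% in these data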;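 also: 0% = DMSO-treated cells and 100% = gossypol-treated cells at 36 µM; higher means less SRC3-driven luciferase light from the GAL4 reporter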
# NOD2-RIPK2 inh: NOD2-RIPK2 binding disruptors in cells, primary screen, fluorescence, CHO cells, BLA complementation; Receptor-interacting serine/threonine-protein kinase 2 (Homo sapiens), O43353; CCF4 ratio; inhibition, % at 4.98 µM; actives 0.38% (n = 360,000); AID 624267, 2012; in the data active = inhibition above about 21%;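 also: 0% = vehicle only and 100% = reference blocker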
# The depositor's hits bear a star; / = not tested or not shown.
no.	compound	NR5A2 inv ag	NCOA3 inh	LMP1 NFkB inh	MC4R ag barr	TLR9-MyD88 block	NOD2-RIPK2 inh	MC4R antag cAMP	NCOA2 inhibitor	NR2F2 inh	NCOA1 inh	ABHD5-PLIN5 inh
1	Cc1nnc2n(-c3ccccc3)c(=O)c3c4c(sc3n12)COC(C)(C)C4	10	12	-1	0.3	-7	-6	4	6	4	-17	0
2	Cc1ccc(OCc2cc(C(=O)N(C)Cc3cc(C4CC4)n[nH]3)no2)cc1C	-37	-47	31	-2.6	4	-10	1	-10	1	-31	1
3	N#Cc1ccccc1S(=O)(=O)N1CCC(C(=O)Nc2cccc(C(=O)NC3CC3)c2)CC1	15	12	4	0.0	-6	-17	-3	-20	23	-32	1
4	c1ccc(Cn2ccnc2C2OCCO2)cc1	-1	3	-1	-1.4	-6	4	-7	-11	10	-39	-3
5	CCOC(=O)c1c(C)[nH]c(C(=O)C(C)OC(=O)c2cccc(OCc3c(C)noc3C)c2)c1C (stereo not given)	8	16	-19	-1.4	-7	-12	-5	11	12	0	-4
6	Cc1cc(N2CC(C)OC(C)C2)nc2ccccc12 (stereo not given)	-4	9	6	-1.4	-4	-7	1	12	12	-39	0
7	COc1ccc(/C(C)=N/NC(=O)Cc2ccc(Cl)cc2)cc1	1	21	9	1.1	13	-4	-1	-12	0	-15	5
8	O=C(O)c1cccc(N2C(=O)c3ccc(C(=O)c4cccc([N+](=O)[O-])c4)cc3C2=O)c1	-14	6	-9	-1.0	-8	-10	23	-31	-9	-11	-2
9	CC(C)(C)c1ccccc1OCC(=O)Nc1ccccc1C(=O)NCc1cccnc1	3	5	0	5.5	-2	1	-8	13	9	8	-7
10	CC(C)(C)C(CO)NC(=O)c1ccc[nH]1 (stereo not given)	-13	18	-12	0.4	-16	-3	4	-21	19	-6	-1
11	Clc1ccccc1Sc1cnc2ccccc2n1	-1	-6	0	0.9	4	-2	3	-20	-9	-10	-4
12	O=S(=O)(Nc1ccc(O)c2ccccc12)c1cccs1	36	-4	-1	-2.9	-5	11	12	-23	2	-10	-4
13	COc1cc(NC(=S)N(C)CCC#N)c(OC)cc1Cl	4	17	-4	2.8	-3	2	6	-11	-26	-3	1
14	CCOc1ccc(S(=O)(=O)Nc2cccc(C(=O)NCC(c3ccco3)N3CCCC3)c2)cc1 (stereo not given)	-16	-12	0	-2.5	2	-1	4	-9	-2	3	-1
15	O=C(COc1c(Br)cc(Br)c2cccnc12)Nc1ccccc1F	-42	5	10	13*	-17	-10	-1	-33	1	-22	-5
16	CC(C)C[C@@H](CNCC(=O)[C@H](CC(C)C)NC(=O)c1[nH]cnc1C(=O)N[C@@H](C)CN)NC(=O)c1nc[nH]c1C(=O)N[C@@H](CC(C)C)C(=O)O	29	5	-6	2.7	-3	-26	-4	1	22	-28	5
17	CCCCN(C)C(=O)c1nc2ccccn2c1CN(C)Cc1csc(C)n1	-3	-10	-6	-1.5	12	3	-2	-27	8	-10	-1
18	O=c1[nH]c2c(c3c1CCCC3)CCCC2	3	-22	-1	-1.6	-6	0	1	-13	-20	-12	7
19	COc1cc(C(=O)NCC(c2cccs2)N(C)C)cc(Cl)c1OC(C)C (stereo not given)	9	-2	-4	1.5	1	-3	7	-13	-10	-17	-3
20	COc1ccc(CC(=O)N2CCc3cc(OC)c(OC)cc3C2)cc1	-15	-1	0	-0.4	-4	-1	-3	-10	-22	-1	4
21	S=C(Nc1ccc(Nc2ccccc2)cc1)Nc1ccccn1	8	18	17	-3.6	-2	0	-3	-24	39*	-21	-5
22	CCCCN1C(=O)C(=O)c2cc(Cl)ccc21	-7	-11	1	-3.4	-1	19	-17	6	-5	-17	17
23	CC1=N/C(=C\c2ccc([N+](=O)[O-])cc2)C(=O)N1c1ccc(Br)c(C)c1	-22	1	5	3.9	0	-8	-3	5	12	-6	5
24	COc1ccc(N(C)S(=O)(=O)c2cccc(C(=O)Nc3nc4ccccc4[nH]3)c2)cc1	-22	10	9	0.7	-7	-2	16	10	-10	5	1
25	CCC1=Nc2cc(C(=O)NCCN3CCCC3)ccc2Sc2ccc(C)cc21	1	0	-2	-2.4	-2	11	2	4	-5	-6	6
26	COCCn1c(C)cc(C(=O)COC(=O)c2c(C)nn(Cc3ccccc3)c2C)c1C	-13	0	12	-0.9	-10	6	16	7	2	-1	5
27	O=C1c2oc3ccc(Br)cc3c(=O)c2C(c2cccc(F)c2)N1CCO (stereo not given)	2	17	-19	-2.2	5	4	6	-16	8	-9	-3
28	CC1CCCCN1C(=O)Cn1cc(C=O)c2ccccc21 (stereo not given)	-3	10	-1	0.5	-4	-4	2	15	2	9	-1
29	CCOC(=O)c1c(/N=C/c2cccc(C)c2O)sc2c1CCN(C)C2	10	12	6	-0.9	1	-9	22	/	/	-1	-1
30	CCCCC(c1nnnn1CC1CCCO1)N1CCN(c2ccccc2)CC1 (stereo not given)	7	16	10	-3.5	2	-3	-10	13	-2	3	0
31	O=S(=O)(c1ccc(Br)cc1)c1cnc2ccccc2n1	12	8	1	1.3	-8	-12	24	-32	-1	-14	11
32	CC(C)(C)c1cc(NC(=O)c2c(F)cccc2Cl)n(-c2ccccc2)n1	18	0	-3	-2.2	23*	1	11	0	-14	9	3
33	Fc1ccc(Cl)cc1/C=N/n1cnnc1SCc1ccccc1	12	-3	0	1.1	1	3	3	3	1	-10	6
34	COc1ccc(NC(=O)NNC(=O)C(C)Oc2ccc3ccccc3c2)cc1 (stereo not given)	0	10	8	-2.2	-1	2	1	24	21	-6	-1
35	COc1ccc(NS(=O)(=O)c2cccc(C(=O)NNC(=O)CNC(=O)c3cccc(C)c3)c2)cc1	-4	17	-16	-2.8	-2	8	4	-17	-10	0	0
36	COc1cc(C2C(C(C)=O)=C(O)C(=O)N2CCc2c[nH]c3ccccc23)ccc1O (stereo not given)	1	3	8	-2.0	-10	-3	-1	17	15	-8	-30
37	CCOC(=O)C1(Cc2cccc(F)c2)CCN(Cc2nc(CC)[nH]c2C)CC1	-5	-21	5	-0.4	3	-11	4	-3	-1	-7	1
38	CCOC(=O)[C@]12CCC=C1N(Cc1ccc(Cl)cc1Cl)C(=O)[C@H](CC(=O)N1CCC(c3ccccc3)CC1)C2	11	/	/	/	/	7	/	0	8	/	-3
39	O=C(NCCc1c[nH]c2ccccc12)c1cnccn1	-14	-5	-13	-2.0	-2	1	7	-4	-7	-11	1
40	COC(=O)CSC1=C(C#N)C(c2ccc(F)cc2)CC(=O)N1 (stereo not given)	-6	2	2	-0.1	7	1	3	-13	0	-2	0
41	Cc1ccc(-c2nn(-c3ccccn3)c(=O)c3ccccc23)cc1	8	-9	0	0.7	1	3	-2	30	4	11	-3
42	CC1CCCN(c2ccc(F)cc2N)C1 (stereo not given)	2	16	-2	0.0	-3	2	11	-4	-5	3	-7
43	Nc1c(Cl)ncnc1N1CCCC1	-7	7	-1	-4.5	-6	-9	0	-12	11	6	1
44	COc1cccc(OC)c1C(=O)n1nc(C)cc1C	18	6	-1	1.5	-2	-10	6	-11	-1	-36	-2
45	Cc1ccccc1NC(=O)CSc1nc2ccc(Nc3nc(N4CCOCC4)nc(N4CCOCC4)n3)cc2s1	2	15	-4	3.3	-1	3	11	18	-5	1	2
46	Cc1cc2c(cc1S(=O)(=O)Nc1ccc(F)cc1)n(C)c(=O)c(=O)n2C	7	-41	6	-1.2	1	0	15	1	8	-4	10
47	CCc1n(CC(O)COCc2ccccc2)c2ccccc2[n+]1C (stereo not given)	8	13	2	-1.6	-7	6	1	-33	-4	2	-1
48	CC1(C(=O)NS(=O)(=O)C2CC2)CCCN(C(=O)c2cccs2)C1 (stereo not given)	18	2	/	0.4	/	7	14	-13	-8	-8	7
49	CCOCCCN(C(=O)Nc1ccc(CC)cc1)C1CCN(C(C)=O)CC1	-9	-10	0	-0.1	0	-9	-5	-19	2	6	-9
50	Cc1cc(C)cc(OCC(=O)Nc2ccc(CN3CCCCC3)cc2)c1	15	17	0	-1.5	12	16	1	14	-17	4	4
51	COc1ccc(-n2nc(C(=O)NCC(=O)Nc3cc(OC)ccc3OC)c3ccccc3c2=O)cc1	18	13	7	-1.4	-2	-6	12	23	25	-5	10
52	CCCCOc1cccc(C(=O)N(Cc2ccccc2)C2CCS(=O)(=O)C2)c1 (stereo not given)	17	-8	-6	-1.9	2	7	-2	9	0	13	-1
53	CC(C)Sc1nc(N)c2c3c(sc2n1)CN(C)CC3	-26	-12	-14	-0.6	-1	-6	3	-35	-12	-45	6
54	Cc1nc2c(sc3nc4c(cc32)COC(C)(C)C4)c(=O)o1	-15	-6	10	-1.2	3	5	-4	-12	-6	1	-3
55	O=C(CN1C(=O)NC2(CCCC2)C1=O)NCCN1C(=O)S/C(=C\c2ccccc2F)C1=O	-12	-12	-11	-2.5	-1	-10	6	-2	3	-6	-5
56	CCOCCCNCc1ccc(OCC(=O)N2CCOCC2)c(OC)c1	-7	5	-1	-1.0	4	-5	10	-16	-2	-8	0
57	O=C(Cn1cc([N+](=O)[O-])cn1)N1N=C(C(F)F)CC1(O)C(F)F (stereo not given)	-23	4	-6	-2.6	-3	2	-1	2	-5	2	-1
58	Clc1ccccc1-c1nnn(Cc2ccc(-c3nn[nH]n3)cc2)n1	0	1	5	1.4	-10	2	7	3	5	6	0
59	CC(=O)N1CCOc2ccc(S(=O)(=O)Nc3ncccc3C)cc21	-4	0	4	0.0	-14	1	0	-17	-16	-12	-7
60	O=C(Nc1ccc(Cl)cc1Cl)c1ccc(-c2ccccc2)cc1	8	-7	-2	2.5	-4	-3	7	-9	0	13	10
61	O=C(NCC1(N2CCCCC2)CCCCC1)c1cccc(NS(=O)(=O)c2ccccc2)c1	-4	5	-39	-0.6	4	-3	5	-33	-21	-12	-2

# Only part of the results is shown; the hit share may differ from the screen's.
